Compound activity deposited in PubChem by several laboratories.
CIT2-GFP yeast: alters CIT2-GFP fluorescence in TOR pathway yeast screen | GFP response vs DMSO, % at 10 µM | AID 2029 | S. cerevisiae CIT2-GFP strain, flow cytometry, 3 h; 100 means same as DMSO wells | 0.065% of 320,000 active;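 active = GFP response relative to DMSO above a set limit, near the screen mean plus 3 SD, cut at about 150% in these data; inconclusive = Fewer than 70 cells measured for a yeast strain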;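 also: ratio of well median GFP fluorescence to mean of DMSO wells on the plate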
GRK2 inh: inhibitors of human GRK2 displacing RNA aptamer; P25098; bead flow cytometry, FAM-aptamer displacement from GRK2; inhibition of aptamer binding, % at 10 µM; 0.59% of 330,000 active; AID 488847;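 active = inhibition of aptamer binding above 40%, roughly 3 SD of noise, on plates passing a quality check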;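 also: median bead fluorescence of bound FAM aptamer so fluorescent compounds give negative values; no value below 0 was filed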
MCL1-BIM inh: inhibitors of human MCL1 binding to BIM-BH3 peptide; GST-MCL1 / FITC-Bim-BH3 fluorescence polarization; inhibition, % at 10.9 µM; Q07820; 0.68% of 320,000 active;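 active = inhibition above the mean inhibition of all tested compounds plus 3 SD, set per campaign, cut at about 40% in these data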;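 also: 0% = DMSO wells and 100% = unlabeled Bim-BH3 peptide control; higher means more loss of mP so more displacement of Bim peptide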
VLA-4 inh: inhibition in a human VLA-4 binding assay; P13612; VLA-4 expressing cells, ligand binding flow cytometry; inhibition, % (about 7 µM as worked out from the volumes in the protocol); 0.2% of 330,000 active; AID 2557; in the data active = inhibition above about 50%
Target sequence (P13612 whole entry, looked up): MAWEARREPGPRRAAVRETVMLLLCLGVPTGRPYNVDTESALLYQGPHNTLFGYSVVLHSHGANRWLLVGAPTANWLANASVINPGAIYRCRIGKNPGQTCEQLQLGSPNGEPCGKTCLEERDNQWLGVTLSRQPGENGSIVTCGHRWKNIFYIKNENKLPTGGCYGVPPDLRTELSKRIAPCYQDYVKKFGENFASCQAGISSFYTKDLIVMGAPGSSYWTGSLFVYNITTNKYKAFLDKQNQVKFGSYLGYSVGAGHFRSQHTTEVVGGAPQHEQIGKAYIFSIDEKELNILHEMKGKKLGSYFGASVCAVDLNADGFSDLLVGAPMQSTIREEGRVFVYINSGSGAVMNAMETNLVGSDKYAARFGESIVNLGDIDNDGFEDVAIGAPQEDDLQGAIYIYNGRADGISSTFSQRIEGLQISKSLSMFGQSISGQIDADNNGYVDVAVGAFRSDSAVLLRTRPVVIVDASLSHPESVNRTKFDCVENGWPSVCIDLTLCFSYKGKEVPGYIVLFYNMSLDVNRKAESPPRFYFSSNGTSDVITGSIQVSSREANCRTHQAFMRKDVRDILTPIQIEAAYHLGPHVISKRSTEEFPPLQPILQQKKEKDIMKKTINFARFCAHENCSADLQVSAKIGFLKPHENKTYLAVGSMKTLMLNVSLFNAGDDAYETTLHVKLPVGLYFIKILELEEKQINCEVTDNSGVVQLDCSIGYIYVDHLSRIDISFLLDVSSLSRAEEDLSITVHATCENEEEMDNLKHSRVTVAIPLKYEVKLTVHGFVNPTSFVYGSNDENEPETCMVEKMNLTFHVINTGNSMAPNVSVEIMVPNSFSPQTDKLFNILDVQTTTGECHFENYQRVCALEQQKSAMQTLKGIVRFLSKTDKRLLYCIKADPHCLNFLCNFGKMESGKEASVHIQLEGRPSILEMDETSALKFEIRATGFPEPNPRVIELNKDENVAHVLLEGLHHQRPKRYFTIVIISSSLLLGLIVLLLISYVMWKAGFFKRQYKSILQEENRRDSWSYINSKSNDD
GLD-1 RNA inh: GLD-1-TGE RNA interaction inhibition (C. elegans); Q17339; purified GLD-1 + fluorescein TGE RNA, fluorescence polarization; inhibition, % at 5.96 µM; 0.44% of 320,000 active; AID 2280;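 active = percent inhibition above a per-plate cutoff, the plate mean of test compounds plus 3 SD, cut at about 30% in these data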;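 also: 0% = DMSO wells with GLD-1 and probe and 100% = wells lacking GLD-1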
AGP1-GFP MLPCN: yeast TOR pathway AGP1-GFP modulation. S. cerevisiae AGP1-GFP multiplex flow cytometry, 3 h; GFP as percent of DMSO wells. GFP response vs DMSO, % at 10 µM. 0.02% of 320,000 active. AID 2066;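 active = GFP response relative to DMSO above a set limit, near screen average plus 3 SD, cut at about 150% in these data; inconclusive = fewer than 70 cells counted for the yeast strain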;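 also: median GFP channel fluorescence of the gated AGP1 strain per well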
MEX-5 binding: C. elegans MEX-5 TCR-2 RNA binding activity. MEX-5/FITC-TCR2 RNA binding, fluorescence polarization; stronger effect = lower value. activity score (negative = inhibition of binding), % at 10 µM. Q9XUB2. 0.38% of 300,000 active;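 active = inhibition past about -25% in most replicates, and total fluorescence under double the plate's negative control median, limit read from the data; inconclusive = replicates evenly split on the limit, or fluorescence at least double controls; inactive = too little inhibition in most replicates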;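 also: 0% = DMSO and -100% = 5 µM competing unlabeled TCR2 RNA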
Bcl-xL primary: blocks human Bcl-xL binding to Bim BH3 peptide; Q07817; 0.7% of 320,000 active; inhibition, % at 10.9 µM; GST-Bcl-xL / FITC-Bim BH3 peptide fluorescence polarization;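 active = inhibition above the mean of all tested compounds plus 3 SD, cutoff set per campaign, cut at about 30% in these data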;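 also: 0% = DMSO wells and 100% = unlabeled Bim-BH3 peptide competitor; inhibitors lower millipolarization by displacing the labeled peptide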
Fam108B inh: blocks mouse Fam108B hydrolase in RBBP9 counter-screen; recombinant Fam108B, FP-Rh probe fluorescence polarization; inhibition, % at 9.51 µM; 0.33% of 300,000 active;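 active = inhibition above the screen mean inhibition plus 3 SD, computed separately per campaign, cut at about 18% in these data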;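 also: inhibitors lower polarization as less probe binds the enzyme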
An asterisk follows results filed as active; ? = inconclusive; / = no result given; [ ] = another dose, or the depositor's remark.

Preview (11 entries):
| no. | molecule | CIT2-GFP yeast | GRK2 inh | MCL1-BIM inh | VLA-4 inh | GLD-1 RNA inh |
| --- | --- | --- | --- | --- | --- | --- |
| 1 | O=C(CC1C(=O)NCCN1C(=O)Nc1ccccc1)Nc1ccc2c(c1)OCO2 (stereo unspecified) | 100.2 | 0.0 | 4.7 | -0.9 | 2.3 |
| 2 | BrCCOCCOc1ccc2ccccc2c1 | 86.9 | 0.0 | 0.2 | -5.8 | 0.3 |
| 3 | O=C(NCCCCc1ccccc1)c1ccccc1Cl | 93.2 | 1.0 | -1.5 | 38.5 | -8.9 |
| 4 | Cc1ccccc1CNC(=O)C(=O)Nc1nccs1 | 89.6 | 0.0 | 8.0 | 25.6 | 1.1 |
| 5 | CC(=O)N1C(=O)NC2=C(C(=O)CCC2)C1c1cccc([N+](=O)[O-])c1 (stereo unspecified) | 98.9 | 5.0 | -1.5 | 9.0 | -3.0 |
| 6 | Cc1ccc(S(=O)(=O)CC(=O)Nc2ccc(F)c(F)c2F)cc1 | 100.9 | 2.0 | 0.2 | -6.8 | 4.3 |
| 7 | C=CCN(CC=C)C(=O)c1cccc(OC2CCN(S(=O)(=O)N(C)C)CC2)c1 | 104.7 | 0.0 | -5.1 | -7.1 | 1.0 |
| 8 | CC1=C(C(=O)OCC2CCCO2)C(c2coc3ccccc3c2=O)C2=C(CC(C)(C)CC2=O)N1 (stereo unspecified) | 85.2 | 1.0 | -4.9 | -5.9 | 2.2 |
| 9 | O=C(CNC(=O)c1ccccc1Cl)N/N=C/C=C/c1ccccc1 | 110.8 | 38.0 | 2.5 | 14.4 | 0.9 |
| 10 | Cc1ccccc1OCC(=O)Nc1ccccc1NC(=O)c1ccco1 | 101.7 | 5.0 | -5.8 | 26.7 | 3.2 |
| 11 | Cc1ccc(C)c(OCCn2cc(C(=O)O)c3ccccc32)c1 | 93.3 | 1.0 | 8.2 | 8.6 | 4.8 |

| no. | AGP1-GFP MLPCN | MEX-5 binding | Bcl-xL primary | Fam108B inh |
| --- | --- | --- | --- | --- |
| 1 | 100.7 | -2.3 | 5.1 | 5.4 |
| 2 | 96.8 | -1.6 | 0.3 | 3.1 |
| 3 | 97.7 | 1.6 | 2.0 | 0.1 |
| 4 | 80.7 | 0.9 | 7.1 | -4.0 |
| 5 | 96.0 | -0.9 | -0.6 | -4.3 |
| 6 | 105.0 | -0.2 | 0.6 | 1.5 |
| 7 | 86.6 | 1.7 | 7.6 | 4.3 |
| 8 | 97.8 | -1.4 | 5.4 | 0.5 |
| 9 | 101.8 | -0.1 | 2.1 | -3.2 |
| 10 | 104.4 | 2.5 | -5.1 | -3.6 |
| 11 | 94.1 | 0.9 | 7.2 | -0.8 |

This part in full, previewed entries included:
| no. | molecule | CIT2-GFP yeast | GRK2 inh | MCL1-BIM inh | VLA-4 inh | GLD-1 RNA inh |
| --- | --- | --- | --- | --- | --- | --- |
| 1 | O=C(CC1C(=O)NCCN1C(=O)Nc1ccccc1)Nc1ccc2c(c1)OCO2 (stereo unspecified) | 100.2 | 0.0 | 4.7 | -0.9 | 2.3 |
| 2 | BrCCOCCOc1ccc2ccccc2c1 | 86.9 | 0.0 | 0.2 | -5.8 | 0.3 |
| 3 | O=C(NCCCCc1ccccc1)c1ccccc1Cl | 93.2 | 1.0 | -1.5 | 38.5 | -8.9 |
| 4 | Cc1ccccc1CNC(=O)C(=O)Nc1nccs1 | 89.6 | 0.0 | 8.0 | 25.6 | 1.1 |
| 5 | CC(=O)N1C(=O)NC2=C(C(=O)CCC2)C1c1cccc([N+](=O)[O-])c1 (stereo unspecified) | 98.9 | 5.0 | -1.5 | 9.0 | -3.0 |
| 6 | Cc1ccc(S(=O)(=O)CC(=O)Nc2ccc(F)c(F)c2F)cc1 | 100.9 | 2.0 | 0.2 | -6.8 | 4.3 |
| 7 | C=CCN(CC=C)C(=O)c1cccc(OC2CCN(S(=O)(=O)N(C)C)CC2)c1 | 104.7 | 0.0 | -5.1 | -7.1 | 1.0 |
| 8 | CC1=C(C(=O)OCC2CCCO2)C(c2coc3ccccc3c2=O)C2=C(CC(C)(C)CC2=O)N1 (stereo unspecified) | 85.2 | 1.0 | -4.9 | -5.9 | 2.2 |
| 9 | O=C(CNC(=O)c1ccccc1Cl)N/N=C/C=C/c1ccccc1 | 110.8 | 38.0 | 2.5 | 14.4 | 0.9 |
| 10 | Cc1ccccc1OCC(=O)Nc1ccccc1NC(=O)c1ccco1 | 101.7 | 5.0 | -5.8 | 26.7 | 3.2 |

| no. | AGP1-GFP MLPCN | MEX-5 binding | Bcl-xL primary | Fam108B inh |
| --- | --- | --- | --- | --- |
| 1 | 100.7 | -2.3 | 5.1 | 5.4 |
| 2 | 96.8 | -1.6 | 0.3 | 3.1 |
| 3 | 97.7 | 1.6 | 2.0 | 0.1 |
| 4 | 80.7 | 0.9 | 7.1 | -4.0 |
| 5 | 96.0 | -0.9 | -0.6 | -4.3 |
| 6 | 105.0 | -0.2 | 0.6 | 1.5 |
| 7 | 86.6 | 1.7 | 7.6 | 4.3 |
| 8 | 97.8 | -1.4 | 5.4 | 0.5 |
| 9 | 101.8 | -0.1 | 2.1 | -3.2 |
| 10 | 104.4 | 2.5 | -5.1 | -3.6 |

Continuation:
| no. | molecule | CIT2-GFP yeast | GRK2 inh | MCL1-BIM inh | VLA-4 inh | GLD-1 RNA inh |
| --- | --- | --- | --- | --- | --- | --- |
| 11 | Cc1ccc(C)c(OCCn2cc(C(=O)O)c3ccccc32)c1 | 93.3 | 1.0 | 8.2 | 8.6 | 4.8 |
| 12 | Cc1cc(C)c2c(N)c(C(=O)Nc3ccccc3Br)sc2n1 | 89.3 | 0.0 | -7.7 | -7.6 | 3.6 |
| 13 | CCCCc1nc(SCC(=O)Nc2ncccn2)n[nH]1 | 103.2 | 0.0 | 10.0 | 7.5 | 4.4 |
| 14 | Cc1ccn2c(C(=O)N/N=C\c3cccs3)c(C)nc2c1 | 102.2 | 3.0 | 9.8 | -3.6 | 1.4 |
| 15 | CCCCC1CCC(C(=O)Nc2ccc(S(=O)(=O)Nc3nccs3)cc2)CC1 (stereo unspecified) | 94.4 | 1.0 | 12.0 | 18.4 | 4.0 |
| 16 | O=C(NCCN1CCCCCC1)C1CC(=O)N(CCc2ccccc2)C1 (stereo unspecified) | 108.8 | 0.0 | -5.8 | 15.3 | 8.9 |
| 17 | COc1ccc(OCC(=O)NN2Cc3ccccc3C2=N)cc1 | 104.0 | 0.0 | 5.1 | -2.1 | -2.0 |
| 18 | CC(=O)N1CCCc2ccc(NS(=O)(=O)c3ccc(C)cc3)cc21 | 112.9 | 3.0 | 6.6 | 5.8 | -3.0 |
| 19 | S=C(Nc1ccc(Cl)cc1)N(CCCN1CCOCC1)Cc1ccco1 | 111.6 | 0.0 | 9.0 | 8.9 | -1.4 |
| 20 | N#Cc1ccc(OCC(=O)OCC(=O)Nc2ccc(N3CCOCC3)cc2)cc1 | 106.4 | 0.0 | -5.4 | -1.9 | -0.2 |

| no. | AGP1-GFP MLPCN | MEX-5 binding | Bcl-xL primary | Fam108B inh |
| --- | --- | --- | --- | --- |
| 11 | 94.1 | 0.9 | 7.2 | -0.8 |
| 12 | 94.1 | -1.1 | 1.7 | 0.2 |
| 13 | 103.7 | -2.7 | 4.3 | 3.6 |
| 14 | 99.3 | -0.8 | 1.5 | 7.0 |
| 15 | 95.7 | -2.5 | 4.6 | 5.7 |
| 16 | 98.2 | -3.5 | 2.9 | -1.9 |
| 17 | 102.3 | -1.2 | 1.1 | 2.0 |
| 18 | 119.7 | -3.5 | 7.1 | 3.7 |
| 19 | 102.8 | -0.2 | 0.1 | 2.6 |
| 20 | 106.1 | 0.2 | 0.2 | -1.2 |

Next part
| no. | molecule | CIT2-GFP yeast | GRK2 inh | MCL1-BIM inh | VLA-4 inh | GLD-1 RNA inh |
| --- | --- | --- | --- | --- | --- | --- |
| 21 | O=[N+]([O-])c1ccc(N/N=C2\CC3CC=CC23)cc1 (stereo unspecified) | 135.5 | 5.0 | -49.6 | -44.7 | -17.6 |
| 22 | O=C(CNC(=O)C1COc2ccccc2O1)N/N=C\c1cccc(O)c1 (stereo unspecified) | 105.4 | 0.0 | 3.6 | 11.1 | 4.9 |
| 23 | COc1cccc(OC)c1C(=O)OCC(=O)NCc1ccco1 | 100.4 | 9.0 | 2.6 | 20.2 | 5.5 |
| 24 | Cn1c(=O)c2c(SCc3c(F)cccc3Cl)nc(CC(C)(C)C)nc2n(C)c1=O | 98.7 | 0.0 | 0.7 | -8.9 | 9.2 |
| 25 | Cc1ccc(S(=O)(=O)N2CCC(C(=O)OCC(=O)N3CCc4ccccc43)CC2)cc1 | ? | 0.0 | -0.1 | 45.6 | 2.1 |
| 26 | COC(=O)c1ccccc1-c1ccc(/C=N/NC(N)=O)o1 | 109.1 | 0.0 | 1.0 | -6.2 | 3.3 |
| 27 | c1ccc(-c2nnnn2-c2ccccc2)cc1 | 104.3 | 0.0 | / | 4.7 | / |
| 28 | CCOC(=O)C1(C)C=C(Nc2ccccc2)C(=O)N1c1ccccc1 (stereo unspecified) | 97.5 | 0.0 | 1.9 | 0.7 | 3.2 |

| no. | AGP1-GFP MLPCN | MEX-5 binding | Bcl-xL primary | Fam108B inh |
| --- | --- | --- | --- | --- |
| 21 | 91.8 | 0.6 | -30.4 | -2.6 |
| 22 | 103.0 | -0.2 | 3.3 | 4.0 |
| 23 | 105.7 | / | 0.6 | / |
| 24 | 100.5 | 1.0 | -2.5 | -3.5 |
| 25 | 25.0[may fluoresce violet] | 1.6 | 2.8 | 0.3 |
| 26 | 113.0 | 0.0 | -1.4 | 5.1 |
| 27 | 101.3 | -0.4 | / | / |
| 28 | 103.4 | -2.5 | 0.2 | 1.5 |
